Compound activity deposited in PubChem by National Center for Advancing Translational Sciences (NCATS).
EPAC2 agonist: activates human EPAC2 exchange factor; Potency, µM (doses to about 154 µM), without a hit: at the highest dose activation, hits mostly activators; EPAC2 activation, biochemical qHTS; response scale: 100% = 6.5 mM cAMP response; 360,000 compounds, 0.079% hits; AID 720711; Q8WZA2; also: potency is read from the fitted curve at half-maximal effect; nearly all actives have a fitted effect of over 50% in size
Target sequence (Q8WZA2 whole entry, looked up): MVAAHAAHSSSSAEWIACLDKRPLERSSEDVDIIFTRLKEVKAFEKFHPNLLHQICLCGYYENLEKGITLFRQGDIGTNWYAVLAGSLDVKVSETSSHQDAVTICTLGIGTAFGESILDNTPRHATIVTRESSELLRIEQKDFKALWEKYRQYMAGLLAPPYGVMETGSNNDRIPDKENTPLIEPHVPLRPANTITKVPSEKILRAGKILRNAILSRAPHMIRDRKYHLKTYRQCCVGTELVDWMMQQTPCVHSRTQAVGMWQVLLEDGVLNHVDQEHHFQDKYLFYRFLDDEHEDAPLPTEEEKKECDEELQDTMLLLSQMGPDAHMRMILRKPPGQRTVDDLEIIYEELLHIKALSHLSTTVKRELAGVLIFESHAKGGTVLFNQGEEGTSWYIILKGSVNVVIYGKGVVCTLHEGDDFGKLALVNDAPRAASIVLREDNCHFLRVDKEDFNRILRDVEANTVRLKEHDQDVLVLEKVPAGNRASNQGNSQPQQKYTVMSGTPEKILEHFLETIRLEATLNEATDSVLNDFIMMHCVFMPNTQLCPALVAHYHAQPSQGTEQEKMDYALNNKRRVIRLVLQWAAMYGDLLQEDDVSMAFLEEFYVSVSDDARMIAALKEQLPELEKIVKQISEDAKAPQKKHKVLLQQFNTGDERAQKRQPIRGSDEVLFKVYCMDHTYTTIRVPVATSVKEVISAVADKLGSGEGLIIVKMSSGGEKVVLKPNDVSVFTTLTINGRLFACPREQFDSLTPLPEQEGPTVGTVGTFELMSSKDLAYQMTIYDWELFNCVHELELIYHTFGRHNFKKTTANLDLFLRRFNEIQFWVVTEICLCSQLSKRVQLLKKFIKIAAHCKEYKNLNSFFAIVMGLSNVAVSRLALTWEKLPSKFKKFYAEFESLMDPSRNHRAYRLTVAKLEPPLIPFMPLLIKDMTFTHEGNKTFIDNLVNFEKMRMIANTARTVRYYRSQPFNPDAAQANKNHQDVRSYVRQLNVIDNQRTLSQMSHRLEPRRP
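Compounds were added across a concentration range to EPAC2 (100 nM), RAP1B-BODIPY-GDP (250 nM) and GDP (50 uM). After 5 min at room temperature, fluorescence was recorded at 5-min intervals for 30 min.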
Nrf2 activator: Nrf2 pathway activation; AREc32 ARE-luciferase reporter (MCF7-derived line), luminescence, 24 h; Potency, µM (highest dose often 46.1 µM), without a hit: at the highest dose activation, actives largely listed as activators; 410,000 compounds, 0.31% hits; AID 624171; also: potency is read from the fitted curve at half-maximal effect; % of control where 0% means no effect; nearly all actives have a fitted effect of over 65% in size
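AREc32 cells carrying an ARE-driven firefly luciferase, 1000 cells/well in OPTI-MEM with 5% FBS, dosed after overnight attachment and incubated 24 hr at 37 deg C. Steady-Glo luminescence read after 30 min at RT.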
CCT chaperon mod: modulators of cytosolic chaperonin (CCT/TRiC) activity; purified chaperonin ATPase assay, HTRF ADP detection, 30 min; activity change, % (test concentration not listed), hits read low; 360,000 compounds, 0.3% hits; in the data active = activity change below about -30%; also: % is scaled to controls: 0 for no effect and ±100 for the full control effect
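Nucleotide hydrolysis assay: TRiC at 20–40 nM final (set by batch activity) with 10 uM ATP, 30 min at 37 °C, in presence of 76 uM compound. Detection by competitive ADP HTRF, 30 min ambient.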
A549 viability: A549 cytotoxicity, counter-screen for Nrf2 inhibitors | A549 ARE-Fluc cells, CellTiter-Fluor viability, 18-24 h | Potency, µM (series often up to 46 µM), without a hit: at the highest dose activity change, negative = cytotoxicity, hits mostly inhibitors | 390,000 compounds, 0.16% hits | AID 504648; also: potency is read from the fitted curve at half-maximal effect; % is scaled to controls: 0 for no effect and ±100 for the full control effect
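A549 ARE-Fluc cells in 5% FBS OPTI-MEM, 5000 cells/well, rested 2 h then exposed to compounds in concentration-response for 18-24 h at 37 °C. Viability by CellTiter-Fluor fluorescence (Ex 405/Em 525) after 30 min; luciferase luminescence (BugLite, 15 min, RT) read afterwards.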
TGFb SMAD3 inh: TGF-b pathway inhibition; HepG2 CAGA-GFP TGF-b/SMAD3 reporter, GFP fluorescence, 18 h; TGF-beta stimulated, 500 pg/mL final; Potency, µM (highest dose often 46.1 µM), for inactives: at the highest dose activity, negative = inhibition, usual class: inhibitors; AID 588855; 410,000 compounds, 1.2% hits; also: potency is read from the fitted curve at half-maximal effect; % is scaled to controls: 0 for no effect and ±100 for the full control effect; nearly all actives have a fitted effect of over 65% in size
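HEPG2 CAGA-GFP, 1000 cells/well; 2 h settle, 37 C; cpd via pin tool; TGF-b 500 pg/mL final; 18 h, 37 C; GFP imaging ex488/em500-530; %Activity normalised to -TGF-b and +DMSO controls; CRC fit, curve class.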
EPAC2 antagonist: EPAC2 (human) antagonism; Q8WZA2; EPAC2 GEF exchange of Rap1B-BODIPY-GDP, fluorescence; Potency, µM (top dose mostly 114 µM), for inactives: top-dose activity, negative = inhibition, actives largely listed as inhibitors; 360,000 compounds, 0.18% hits; also: potency is read from the fitted curve at half-maximal effect; % is scaled to controls: 0 for no effect and ±100 for the full control effect; nearly all actives have a fitted effect of over 45% in size; many of its hits are not listed in these tables
pAkt inh: blocks phosphorylation of Akt; Neuro2A IGF-stimulated pAkt S473 HTRF, 20 min; active compounds read low; activity change, % for hits at 50 µM; 360,000 compounds, 0.32% hits; AID 651550; in the data active = activity change below about -80%; inconclusive = mostly about -51% to -80%; also: % is scaled to controls: 0 for no effect and ±100 for the full control effect
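Single-point screen (50 µM final compound) in Neuro2A cells stimulated 20 min with 6 nM IGF at 37 deg C. After lysis, Ser473-phosphorylated Akt read by HTRF (ex 330 nm, em 615/665 nm) as the 665/615 ratio.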
Nrf2 inh: inhibitors of Nrf2 signaling | Potency, µM (titrated, usually from 46 µM), for inactives: at the highest dose activity change, negative = inhibition, usual class: inhibitors | A549 ARE-Fluc reporter, luciferase luminescence, 18-24 h | 360,000 compounds, 2.1% hits | AID 504444; also: potency is read from the fitted curve at half-maximal effect; % is scaled to controls: 0 for no effect and ±100 for the full control effect; nearly all actives have a fitted effect of over 60% in size
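Nrf2 activity is the BugLite luminescence, read 15 min after reagent at room temperature, following CellTiter-Fluor cytotoxicity readout (30 min, 37C). Compound titrations were applied for 18-24 h to 5000 A549 ARE_Fluc cells/well in 5% FBS OPTI-MEM.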
Mm-Cpn inhibitor: blocks the Methanococcus maripaludis chaperonin Mm-Cpn; purified Mm-Cpn ATPase, ADP Transcreener TR-FRET; Potency, µM (highest dose often 76.9 µM), without a hit: top-dose activity, negative = inhibition, usual class: inhibitors; 330,000 compounds, 0.031% hits; AID 504842; also: potency is read from the fitted curve at half-maximal effect; % is scaled to controls: 0 for no effect and ±100 for the full control effect; nearly all actives have a fitted effect of over 80% in size
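Purified archaeal chaperonin (25 nM final) was preincubated with compound for 10 min at 37°C, then ATP (10 uM final) was added for 30 min at 37°C in Tris pH 7.4/KCl/MgCl2/DTT buffer. ADP was quantified by HTRF Transcreener TR-FRET.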
The depositor's hits bear a star; i = inactive; ? = inconclusive; . = no result given; [ ] = dose if it differs, or a comment. Unless noted, calls follow the shape of the dose curve; as a rule, active = well fitted curve in the direction sought with a large enough effect; inconclusive = small, poorly fitted or top-dose-only effect, or another doubt; inactive = no such curve, though single readings can be large; an effect the other way counts as inactive or inconclusive. Not all compounds are listed; count on the stated rates, not on these rows.

| SMILES | EPAC2 agonist | Nrf2 activator | CCT chaperon mod | A549 viability | TGFb SMAD3 inh | EPAC2 antagonist | pAkt inh | Nrf2 inh | Mm-Cpn inhibitor |
| --- | --- | --- | --- | --- | --- | --- | --- | --- | --- |
| CC(c1ccccc1)N(NC(=O)C(O)(c1ccccc1)c1ccccc1)C(=O)c1ccccc1 (configuration not stated) | -4% | 0.3% | -2.5 | -17% | -1% | 1% | i | -30% | 3% |
| COc1ccc(C2N(c3ccc(OC)cc3)C(=O)C3CCCN32)cc1 (configuration not stated) | 12% | 0.1% | -3.4 | -2% | 10% | 5% | i | 8% | -1% |
| COc1ccc(OC)c(C2=Nn3c(nnc3C3CCCCC3)SC2)c1 | 8% | 0.5% | -2.2 | -18% | -10% | -7% | i | 21µM* | 2% |
| O=C(O)c1cccc2c1C(=O)c1ccc(-c3ccc(OC(F)(F)F)cc3)cc1S2(=O)=O | -6% | -0.3% | -5.3 | -7% | -1% | -11% | i | 7% | -1% |
| OCCCNc1ncnc2c1[nH]c1ccccc12 | 5% | -0.1% | -1.1 | 1% | 2% | -8% | i | -11% | 0% |
| CCCn1nc2cc(C(=O)NC3CCCc4ccccc43)ccc2c1OCC (configuration not stated) | 7% | 0.0% | -2.7 | -1% | -11% | -1% | i | -15% | -1% |
| O=C(/C=C/c1ccc(Cl)cc1Cl)NC(=S)Nc1ccccn1 | 2% | 24% | -1.2 | 0% | -24% | 4% | i | . | 3% |
| CN(C)c1cccc(C(=O)Nc2cc(C(F)(F)F)ccc2-n2cnc3ccccc32)c1 | 0% | -0.9% | -3.2 | 1% | -6% | 12% | i | -10% | -1% |
| Cc1nc(SCC(=O)NCCc2ccc(Cl)cc2)nc(C)c1C | 9% | 2.9% | -0.4 | 0% | -8% | -2% | i | ? | 0% |
| CC(=O)Nc1ccc(NC(=O)C(C)Sc2nnc(C3CC3)n2-c2ccccc2)cc1 (configuration not stated) | 7% | -0.8% | 2.3 | 0% | -1% | 2% | i | 5% | -3% |
| CCOc1ccc(C(=O)Nc2nnc(SCC(=O)NCC3CCCO3)s2)cc1OCC (configuration not stated) | -8% | -0.2% | -1.4 | -5% | -23% | 14% | i | 1% | 0% |
| Cc1nn(-c2ccccc2)c2sc(-c3n[nH]c(=S)o3)cc12 | 5% | 8.5% | -0.2 | . | -3% | -25% | i | -22% | -13% |
| Cc1nn(CC(=O)OCC(=O)Nc2ccccc2[N+](=O)[O-])c(C)c1[N+](=O)[O-] | 3% | -1.0% | -0.2 | -16% | 0% | 13% | i | -11% | 2% |
| Cc1cccc(NC(=O)CN2CCN(C(=O)C3CCN(C(=O)/C=C/c4ccccc4)CC3)CC2)c1C | 0% | -0.2% | -1.9 | 0% | -22% | 6% | i | -13% | 1% |
| O=C(NCCCn1ccnc1)c1ccc(Br)s1 | 7% | 1.4% | 0.4 | -5% | 0% | 2% | i | -29% | 1% |
| O=C(c1ccc(-c2cc(Cl)ccc2Cl)o1)N1CCOCC1 | 8% | 2.7% | 0.4 | 1% | 8% | -7% | i | 11% | -6% |
| COc1ccc(NC(=O)CN2C(=O)C(c3ccccc3)=NC23CCCCCC3)cc1 | 1% | -0.7% | -1.9 | -17% | 5% | -7% | i | -27% | 3% |
| N#CC1(NC(=O)COC(=O)c2cc([N+](=O)[O-])ccc2N2CCOCC2)CCCCC1 | 5% | 0.0% | -2.3 | -18% | ? | 3% | i | 18% | -1% |
| O=C1CC(N2C(=O)/C(=C/C=C/c3ccccc3)SC2=S)C(=O)N1c1ccccc1 (configuration not stated) | -2% | -0.2% | -1.0 | ? | -20% | -6% | i | 18% | 1% |
| N#CC1=C(N)Oc2cc(N)ccc2C1c1cccnc1 (configuration not stated) | 10% | 0.3% | 2.6 | 0% | -7% | 11% | i | 11% | 2% |
| COC(=O)c1c(NC(=O)c2cnccn2)sc2c1CCC2 | -2% | 2.2% | -6.5 | -3% | 2% | ? | i | -1% | 1% |
| COc1ccc(NCC(=O)N/N=C/c2c(C)nn(Cc3ccccc3)c2Cl)cc1 | -1% | 2.1% | -1.5 | 2% | -7% | -10% | i | 1% | 2% |
| COC(=O)c1ccc(CSc2nc3c(c(=O)n2-c2ccccc2)SCC3)o1 | 16% | 5.5% | -0.3 | -7% | ? | -2% | i | ? | 1% |
| CCC(C)NC(=O)c1cnn(-c2ccc(Cl)cc2)c1C1CCN(C(=O)OC(C)(C)C)CC1 (configuration not stated) | . | -1.3% | . | 12% | -28% | . | . | ? | . |
| CCOc1cc(CNC2CCCC2)cc(Cl)c1OCc1ccccc1 | 0% | -1.8% | 3.1 | -3% | 0% | 8% | i | -10% | 2% |
| CC(C)S(=O)(=O)NC(=O)C1(C)CCN1C(=O)Cc1ccccc1 (configuration not stated) | 8% | -1.1%[9.22 µM] | 0.7 | . | 1% | 4% | i | . | . |
| CC1CCc2sc(NC(=O)C3CC(Cl)=CCC3C(=O)O)c(C#N)c2C1 (configuration not stated) | 9% | -0.1% | -1.0 | -4% | -10% | 0% | i | -4% | 0% |
| Cc1ccc(NC(=O)c2ccc(NC(=O)N3CCSc4ncccc43)cc2)cc1Cl | . | 2.7% | . | -27% | -34% | . | . | ? | . |
| CN(C)c1c(F)cc(-c2nn[nH]n2)cc1F | 7% | 0.9% | 0.0 | -1% | -13% | -9% | i | 3% | -4% |
| O=C(Cc1cccc(C(F)(F)F)c1)NCC(c1ccco1)N1CCCCC1 (configuration not stated) | -10% | 0.3% | 0.7 | -15% | ? | -1% | i | -1% | -5% |
| Cc1ccc2oc(=O)c3cc(C(=O)Nc4ccccc4C(N)=O)sc3c2c1 | . | 0.7% | . | -3% | 11% | . | . | 18% | . |
| O=c1cccc2n1Cc1cc3ccccc3nc1-2 | 9% | 11% | 1.2 | 5% | -10% | 5% | i | ? | -6% |

Fetched by compound from the entries so far, five records:
| SMILES | EPAC2 agonist | Nrf2 activator | CCT chaperon mod | A549 viability | TGFb SMAD3 inh | EPAC2 antagonist | pAkt inh | Nrf2 inh | Mm-Cpn inhibitor |
| --- | --- | --- | --- | --- | --- | --- | --- | --- | --- |
| CC(C)S(=O)(=O)NC(=O)C1(C)CCN1C(=O)Cc1ccccc1 (configuration not stated) | 8% | -1.1%[9.22 µM] | 0.7 | . | 1% | 4% | i | . | . |
| CCOc1cc(CNC2CCCC2)cc(Cl)c1OCc1ccccc1 | 0% | -1.8% | 3.1 | -3% | 0% | 8% | i | -10% | 2% |
| CN(C)c1c(F)cc(-c2nn[nH]n2)cc1F | 7% | 0.9% | 0.0 | -1% | -13% | -9% | i | 3% | -4% |
| O=c1cccc2n1Cc1cc3ccccc3nc1-2 | 9% | 11% | 1.2 | 5% | -10% | 5% | i | ? | -6% |
| Cc1ccc(NC(=O)c2ccc(NC(=O)N3CCSc4ncccc43)cc2)cc1Cl | . | 2.7% | . | -27% | -34% | . | . | ? | . |

Next section:
| SMILES | EPAC2 agonist | Nrf2 activator | CCT chaperon mod | A549 viability | TGFb SMAD3 inh | EPAC2 antagonist | pAkt inh | Nrf2 inh | Mm-Cpn inhibitor |
| --- | --- | --- | --- | --- | --- | --- | --- | --- | --- |
| Clc1ccc(C(c2ccccc2)N2CCNCC2)cc1 (configuration not stated) | 12% | -0.6% | -0.5 | -2% | 10% | 1% | i | 4% | 3% |
| Cc1cccc(NS(=O)(=O)c2c(C)nc3scc(C)n3c2=O)c1 | 1% | -0.7% | 0.2 | -2% | -4% | -9% | i | -9% | 0% |
| COC(=O)c1ccc(OCCn2cnc3ccccc3c2=O)cc1 | 2% | 0.2% | -1.0 | -6% | 26% | 8% | i | 24% | 1% |
| Cc1cc(C)n(CC(O)COc2ccc3ccccc3c2)n1 (configuration not stated) | 4% | 2.7% | -1.0 | 1% | 7% | -10% | i | 9% | -2% |
| CCc1cccc(NC(=O)Nc2ccc3c(c2)N(C)C(=O)c2ccccc2S3)c1 | . | -1.6% | . | -3% | ? | . | . | -24% | . |
| O=C(Nc1ccccc1C(=O)Nc1ccc(Br)cn1)c1cccc([N+](=O)[O-])c1 | 1% | 0.1% | 0.5 | 6% | 9% | 2% | i | 0% | 2% |
| O=[N+]([O-])/C(C(=C(Cl)Cl)N1CCOCC1)=C1\NCCO1 | 0% | -0.2% | 0.2 | -2% | ? | 11% | i | 6% | -3% |
| CC(=O)Nc1ccc(NC(=O)CCn2nnc3ccccc32)cc1 | 11% | -0.8% | -1.1 | 0% | 16% | 5% | i | 1% | 3% |
| CCO[C@H]1OC(C(=O)NCc2ccccc2)=C[C@@H](c2ccc3c(c2)OCO3)[C@@H]1CCCO | 7% | -0.1% | -2.2 | 1% | 1% | 9% | i | -21% | . |
| Nc1[nH]c(C(=O)c2ccccc2)c(-c2ccc(Br)cc2)c1C(=O)NC1CCCCC1 | -4% | -0.7% | 1.1 | . | . | 5% | i | . | . |
| FC(F)(F)c1ccccc1Cc1c(-c2ccccc2)nc2c3ccccc3ccn12 | 11% | ? | 1.0 | . | ? | 7% | i | . | . |
| O=C1C[C@H](c2ccc(O)cc2)Oc2cc(O[C@@H]3O[C@H](CO)[C@@H](O)[C@H](O)[C@H]3O)cc(O[C@@H]3O[C@H](CO)[C@@H](O)[C@H](O)[C@H]3O)c21 | 7% | 0.0% | 0.3 | 0% | 6% | 1% | i | 6% | -2% |
| Cc1ccccc1N(C(=O)Cn1nnc(-c2cccs2)n1)C(C(=O)NCCC(C)C)c1ccco1 (configuration not stated) | -11% | 2.4% | -6.0 | ? | ? | -1% | i | ? | -2% |
